Bioassay records: PubChem, several laboratories
NALP1 inh – inhibitors of NALP1 inflammasome in yeast | S. cerevisiae NALP1/ASC/caspase-1 growth, X-gal OD620, 72 h | inhibition, % at 10 µM | 280,000 tested, 0.61% active | AID 2071; in the data active = inhibition mostly above about 24%, no sharp cut-off; inactive = mostly below about 32%; also: some compounds called inactive have numbers as strong as hits
VIM-2 inhibitor – inhibitors of Pseudomonas aeruginosa VIM-2 metallo-beta-lactamase. 290,000 tested, 0.89% active. purified VIM-2, nitrocefin hydrolysis, epi-absorbance fluorescence. inhibition, % at 5.6 µM;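 active = inhibition above the mean of all tested compounds plus 3 SD, cutoff set per screening run, cut at about 7.5% in these data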;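 also: red hydrolysis product quenches plate fluorescence so inhibitors raise well fluorescence; 0% = enzyme with DMSO and 100% = DMSO without enzyme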
GPR7 antag – antagonists of human GPR7 (neuropeptides B/W receptor 1). P48145. GPR7-expressing cells, fluorescence antagonist assay. inhibition, % at 4.4 µM. 290,000 tested, 1.1% active; in the data active = inhibition above about 16%, passing the limit was not always enough;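 also: cells stimulated with the agonist NPW; 0% = agonist with vehicle and 100% = vehicle without agonist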
IDE cell inh – cellular human IDE inhibition; P14735; HEK cells, FAbetaB cleavage, fluorescence polarization; inhibition, % at 5.59 µM; 320,000 tested, 0.41% active;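 active = percent inhibition above the average of all tested compounds plus 3 SD, set per screening campaign, cut at about 16% in these data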;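 also: IDE supplied by intact live HEK cells; FP after avidin binding of uncleaved biotin substrate so inhibition keeps polarization high; 0% = DMSO wells and 100% = 60 µM reference IDE inhibitor Ii1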
p-CIP stab down – p/CIP protein destabilization; Q05BA5; 290,000 tested, 0.01% active; decrease of EGFP signal, % at 10 µM; F442A p/CIP-EGFP cells, EGFP fluorescence, 16 h;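 active = EGFP signal decrease of at least 30% at 10 µM or well 3 SD below plate mean, unless failing retest; inactive = the rest, including hits failing retest or dose response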; also: some compounds called inactive have numbers as strong as hits; many of its hits are not listed in these tables
Target sequence (Q05BA5 1-1403): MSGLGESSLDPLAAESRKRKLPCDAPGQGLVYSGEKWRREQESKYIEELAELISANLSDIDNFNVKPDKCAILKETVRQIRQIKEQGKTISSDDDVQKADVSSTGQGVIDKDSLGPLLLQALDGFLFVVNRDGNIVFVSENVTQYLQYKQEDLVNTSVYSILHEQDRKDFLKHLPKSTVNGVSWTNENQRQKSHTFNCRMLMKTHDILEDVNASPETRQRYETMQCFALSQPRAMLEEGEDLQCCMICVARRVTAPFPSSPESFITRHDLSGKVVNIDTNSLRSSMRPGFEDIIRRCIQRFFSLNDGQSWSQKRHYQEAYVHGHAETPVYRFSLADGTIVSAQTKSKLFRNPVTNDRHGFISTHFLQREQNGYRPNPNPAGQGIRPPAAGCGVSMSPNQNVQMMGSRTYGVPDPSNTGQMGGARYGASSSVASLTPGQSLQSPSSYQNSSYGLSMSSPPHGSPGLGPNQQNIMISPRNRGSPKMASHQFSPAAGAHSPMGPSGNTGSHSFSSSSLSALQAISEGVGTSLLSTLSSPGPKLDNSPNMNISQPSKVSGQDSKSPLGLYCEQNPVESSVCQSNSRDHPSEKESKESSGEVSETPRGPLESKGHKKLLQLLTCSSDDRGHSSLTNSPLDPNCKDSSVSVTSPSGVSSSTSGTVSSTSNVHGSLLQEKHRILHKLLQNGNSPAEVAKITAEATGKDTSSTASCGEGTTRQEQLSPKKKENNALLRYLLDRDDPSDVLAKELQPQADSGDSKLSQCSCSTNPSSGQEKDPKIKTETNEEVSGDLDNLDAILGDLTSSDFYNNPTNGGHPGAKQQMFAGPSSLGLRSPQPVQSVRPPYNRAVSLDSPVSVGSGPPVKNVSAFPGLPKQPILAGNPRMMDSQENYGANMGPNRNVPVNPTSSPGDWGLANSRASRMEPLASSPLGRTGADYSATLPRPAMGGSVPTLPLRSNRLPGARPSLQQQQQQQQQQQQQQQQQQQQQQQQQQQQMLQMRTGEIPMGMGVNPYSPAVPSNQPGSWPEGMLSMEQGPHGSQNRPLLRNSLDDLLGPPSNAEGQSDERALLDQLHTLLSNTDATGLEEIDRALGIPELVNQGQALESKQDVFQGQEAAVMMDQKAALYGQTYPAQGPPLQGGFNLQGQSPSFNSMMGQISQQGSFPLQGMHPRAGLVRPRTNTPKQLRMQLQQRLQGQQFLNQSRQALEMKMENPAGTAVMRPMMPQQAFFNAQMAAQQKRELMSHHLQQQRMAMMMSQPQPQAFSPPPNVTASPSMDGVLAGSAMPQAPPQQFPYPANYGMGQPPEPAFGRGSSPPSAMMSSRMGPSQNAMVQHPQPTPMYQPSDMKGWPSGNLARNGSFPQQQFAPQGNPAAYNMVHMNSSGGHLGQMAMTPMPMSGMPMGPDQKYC
IDE cell activ – IDE (human) activation, cell-based; P14735; HEK cells, FAbeta-B cleavage, fluorescence polarization; 0% vehicle, 100% cell-free pure enzyme wells; activation, % at 5.96 µM; 340,000 tested, 0.073% active; AID 493087;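 active = activation above the mean of all tested compounds plus 3 SD, set per screening campaign, cut at about 17% in these data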
PHOSPHO1 block – PHOSPHO1 (human) inhibition. Q8TCT1. recombinant PHOSPHO1, absorbance phosphatase assay. inhibition, % at 13.3 µM. 290,000 tested, 1.1% active. AID 1565; in the data active = inhibition above about 60%
M18AAP inhibitor – blocks P. falciparum M18 aspartyl aminopeptidase. recombinant PfM18AAP, H-Glu-NHMec fluorogenic cleavage. inhibition, % at 7.35 µM. 290,000 tested, 1.2% active;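 active = inhibition above the campaign mean inhibition over all tested compounds plus 3 SD, cut at about 28% in these data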;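 also: 0% = plate median of test compound wells and 100% = 2 mM ZnCl2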
IMP-1 inh – inhibitors of Pseudomonas aeruginosa IMP-1 metallo-beta-lactamase. purified IMP-1, nitrocefin hydrolysis, epi-absorbance fluorescence. inhibition, % at 5.6 µM. 290,000 tested, 0.45% active. AID 1556;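 active = inhibition above the mean plus 3 SD of all compounds in the same screening run, cut at about 4.5% in these data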;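 also: 0% = IMP-1 with DMSO and 100% = DMSO wells lacking enzyme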
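Assay system: purified recombinant IMP-1 beta-lactamase. Input: IMP-1 0.2 nM before substrate addition. Buffer or medium: Zinc- and detergent-supplemented HEPES buffer, pH 7.1. Schedule: 25 °C, 15 min preincubation, 25 min reaction. Signal: Epi-absorbance fluorescence, 480 nm excitation, 530 nm emission. Evaluation: percent inhibition from optical density relative to buffer-blank wells.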
The depositor's hits bear a star; nt = not tested or not shown.

NALP1 inh	VIM-2 inhibitor	GPR7 antag	IDE cell inh	p-CIP stab down	IDE cell activ	PHOSPHO1 block	M18AAP inhibitor	IMP-1 inh	smiles
11	-2.7	-14	-3	4	0	22	-5	-2.9	Nc1nonc1NC(=O)CSc1ncccc1C(=O)O
-2	-0.7	-11	nt	8	nt	-31	0	-1.2	N#Cc1cc2sc3nc4ccccc4n3c2cc1C#N
24	-0.4	-4	3	2	2	4	-1	-2.9	CCOc1ccccc1CNC(=O)c1c([N+](=O)[O-])c(C)nn1C
13	-0.2	-5	-4	-1	nt	25	-13	0.5	N/C(=N\OC(=O)/C=C/c1ccccc1)c1ccc(Cl)cc1
5	0.0	-6	-11	-12	11	19	-9	0.8	Cc1c(NC(=S)NC(=O)c2cccc(Br)c2)c(=O)n(-c2ccccc2)n1C
nt	-1.9	3	2	nt	-1	nt	-2	-2.6	Cn1c(=O)c2c(nc(CN3CCCCC3)n2CCCc2ccccc2)n(C)c1=O
7	-0.8	-4	3	-15	-7	8	-3	-1.5	COc1ccc(N2CCN(C(=S)Nc3ccc(C)cc3)CC2)cc1
8	-0.3	32*	-4	-11	-5	43	-2	-0.5	Cc1ccc2nc(N(CCCN(C)C)C(=O)c3ccc(S(=O)(=O)N4CCc5ccccc5C4)cc3)sc2c1
5	-0.8	-6	9	3	-5	-23	5	-3.2	O=S(=O)(Nc1cccc(-c2cn3ccsc3n2)c1)c1ccc(F)cc1
6	-4.0	-2	0	0	-3	17	-2	-4.3	Cc1cc(N2CCOCC2)nc2ccc(NC(=O)C3CCC(C)CC3)cc12 (stereo not drawn)
-2	-2.6	-16	-2	3	1	-31	19	-0.9	CC/C(=C\c1oc2cc3ccccc3cc2[n+]1CC)Nc1ccccc1
22	-0.3	-11	-4	1	7	-13	1	-2.1	COc1cccc(CN2CC(C(=O)N3CCN(C(C)C)CC3)CCC2=O)c1 (stereo not drawn)
36	1.0	0	1	-6	-3	-6	2	-2.4	COc1cc(C(C)=O)ccc1COc1ccc(C(=O)OC(C)C(=O)NC(N)=O)cc1OC (stereo not drawn)
13	-3.9	4	5	-6	4	-15	0	0.1	Cc1ccc2c(n1)sc1c(-c3ccc(Br)cc3)c(C#N)c(N)nc12
23	1.7	-16	6	10	5	19	7	-0.1	CCCc1ccc2oc(C(=O)N3CCC(COC)C3)c(C)c2c1 (stereo not drawn)
5	-1.2	-20	3	1	7	5	0	-2.7	Cc1nnc(SCC(=O)Nc2ccc3c(c2)OCCO3)s1
15	-2.7	-3	2	-9	-4	39	-3	-2.8	O=C(Nc1ccccc1)Nc1ccc(Oc2cccnc2)nc1
-4	0.2	-6	2	3	3	-2	-3	-1.0	CCOC(=O)/C(=C/c1cn(C)c2ccccc12)NC(=O)c1ccccc1
16	-1.3	-9	-1	1	-7	19	7	-2.3	Cc1ccc2cc(CCNC(=O)c3ccco3)c(=O)[nH]c2c1
15	-1.4	-3	4	10	1	19	7	2.7	Cc1ccc(OCc2cc(C(=O)N(C)Cc3nccn3C)no2)cc1C

Next section:
NALP1 inh	VIM-2 inhibitor	GPR7 antag	IDE cell inh	p-CIP stab down	IDE cell activ	PHOSPHO1 block	M18AAP inhibitor	IMP-1 inh	smiles
-8	2.7	-8	1	-3	3	-23	-10	-4.0	COCCn1nnnc1C(c1cccs1)N1CCN(c2cc(C)ccc2C)CC1 (stereo not drawn)
15	-1.5	6	-2	-9	4	-12	-1	-2.4	Cc1ccc(C)c(OCCCC(=O)Nc2nccs2)c1
3	-0.8	10	2	-21	5	-3	4	-4.6	COc1ccccc1C/C(N)=N/OC(=O)c1ccc2c(c1)OCO2
0	-0.6	3	2	0	8	-1	-5	-2.1	O=C(NCc1ccccc1)C1CCCN(S(=O)(=O)c2cccs2)C1 (stereo not drawn)
17	-2.7	-9	-3	2	0	-18	-3	-2.5	CC(C)CN(CC(C)C)S(=O)(=O)N1CCC(C(=O)NC2CCCCCCC2)CC1
0	-3.5	3	4	-1	0	34	-5	-4.3	O=S(=O)(c1ccc(Oc2ccc(-c3nnco3)cc2)nc1)N1CCC(Cc2ccccc2)CC1
8	1.7	-8	3	-2	2	17	-7	-2.6	CCOC(=O)N1CCN(C(=O)CS(=O)Cc2nc(-c3ccc(C)cc3)oc2C)CC1 (stereo not drawn)
31	-1.0	7	8	-5	-6	-4	-4	-4.9	COc1ccccc1N1CCN(CC(O)COCCOc2ccc(Br)cc2)CC1 (stereo not drawn)
0	-3.9	-2	4	1	-7	8	1	-4.4	CCCCCNCc1cccn1C
3	0.2	-3	10	13	2	12	-4	-1.1	COc1ccc(S(=O)(=O)N2CCCCC2)cc1NC(=O)c1cc(C)on1
3	0.2	-1	0	14	6	20	2	-0.8	CCc1ccc(C2CC(=O)Nc3c2c(=O)nc2c(C)cccn32)cc1 (stereo not drawn)
4	-0.9	-6	7	12	-4	-7	-2	-1.3	O=C(CN1CCCCCC1)Nc1ccc(Oc2ccccc2)cc1
24	-1.8	0	0	-6	0	0	2	-3.2	COC(=O)c1sccc1NC(=O)c1c(C)noc1C
nt	-3.9	-12	9	-3	-1	23	7	-4.1	O=C(CSc1nc2ccccc2s1)NC1CCCC1
10	-3.5	-18	-4	-13	5	6	-9	-1.9	O=C(NCC12CC3CC(CC(C3)C1)C2)c1nc2ncccn2n1
29	-2.8	4	-5	7	-5	9	-4	-3.4	CCCCOc1ccc(C(C)NC(=O)CCS(=O)(=O)Cc2ccccc2F)cc1 (stereo not drawn)
11	-2.6	-16	-2	-7	3	30	3	-3.1	CCc1c(C)sc(NC(=S)NC(C)C2CCCO2)c1C(=O)OC (stereo not drawn)
29	-3.0	-13	1	-2	-2	46	1	-3.1	Cc1ccc(NC(=O)Nc2cccnc2)cc1NC(=O)Nc1cccnc1
12	-1.5	-14	5	-20	7	-9	0	-2.0	COCCNC(=O)Cn1c(=O)n(CCCCCC(=O)Nc2ccccc2)c(=O)c2sccc21
22	-4.9	-4	4	13	6	-29	-8	-2.6	COc1ccc(N=Cc2c(O)n(-c3cccc(C)n3)c(=O)c3ccccc23)cc1

Other entries follow.
NALP1 inh	VIM-2 inhibitor	GPR7 antag	IDE cell inh	p-CIP stab down	IDE cell activ	PHOSPHO1 block	M18AAP inhibitor	IMP-1 inh	smiles
11	-0.8	-10	3	-16	2	-6	-1	-8.0	Cc1ccc(Cn2c(=O)n(CCC(=O)NCc3ccc4c(c3)OCO4)c(=O)c3ccccc32)cc1
6	-2.1	-4	nt	-9	6	-46	-1	-5.0	COc1ccc(OC)c(-n2c(N)c(C(=O)NCC3CCCO3)c3nc4ccccc4nc32)c1 (stereo not drawn)
-11	-5.4	4	5	-8	0	1	4	-3.5	Fc1ccc(CSc2nnc(-c3cccnc3)o2)cc1
-7	0.1	7	6	2	-2	18	-4	0.5	O=C(Cn1cnc2ccccc2c1=O)c1c[nH]c2ccccc12
59*	2.1	11	nt	-11	4	62*	4	-1.6	CC(C)c1ccc(CN2CCN(C(=O)CCl)CC2)cc1
20	-0.5	-2	-5	6	5	48	2	0.7	COc1ccc2oc(C(=O)OCC(=O)NC3CC3)c(C)c2c1
-6	-2.4	-18	-2	-16	-4	18	-1	-1.1	C1CCC(n2nnnc2CN2CCCC2)CC1
6	0.4	-4	nt	10	5	40	-13	-0.5	CCOc1ccc(CC(=O)Nc2ccc(NC(=O)c3ccco3)cc2)cc1OCC
-51	-0.8	-8	1	2	-2	35	5	-1.8	C=CCNCC(=O)Nc1sc2c(c1C(=O)Nc1ccc(OC)cc1OC)CCC2
1	-3.2	-2	nt	7	-3	1	-4	-3.9	Cc1oc(/N=C/c2ccc(Cl)cc2Cl)c(C#N)c1C
23	1.3	24*	7	-18	-2	1	-4	-0.9	COC(=O)Nc1nnc(/C=C/c2ccc(OC)cc2)s1
11	-4.6	0	-1	8	-1	41	5	-2.1	COc1ccccc1CN1CCN(Cc2nc(Cc3ccccc3)no2)CC1
-8	-1.2	-5	0	-3	5	-3	14	2.0	CCN(CC)S(=O)(=O)c1ccc(N(C)Cc2cccnc2)nc1
11	24*	-15	4	-2	0	-26	0	-1.2	Cc1ccc(-c2nn3cnnc3c3ccccc23)cc1C
18	-1.0	-2	-2	-6	6	-35	-1	-1.2	Cc1nc2cc(NC(=O)Nc3cccc([N+](=O)[O-])c3)ccc2n1C
33	-5.2	-6	3	-9	-1	-1	-4	-2.9	CC1(C(=O)NCCCNc2ncc(C(F)(F)F)cc2Cl)C=CCN1C(=O)c1ccccc1 (stereo not drawn)
10	-2.9	2	5	1	-3	-46	0	-2.5	Cc1ccc(Nc2ncccc2C(=O)NCc2cccs2)c(C)c1
0	-1.8	13	-2	-3	4	-3	2	-1.8	COC(=O)CSC1=C(C#N)C(c2cccc(F)c2)CC(=O)N1 (stereo not drawn)
20	-0.2	-6	0	-11	2	1	5	1.3	COc1ccc(NC(=O)CN(C)S(=O)(=O)c2ccc(C)cc2)c([N+](=O)[O-])c1
10	-2.8	-15	-3	-2	5	-12	7	-2.7	O=Cc1c(N2CCN(CCO)CC2)nc2ccccn2c1=O

Additional structures:
NALP1 inh	VIM-2 inhibitor	GPR7 antag	IDE cell inh	p-CIP stab down	IDE cell activ	PHOSPHO1 block	M18AAP inhibitor	IMP-1 inh	smiles
8	-0.3	-10	-2	4	1	35	-4	-1.3	Cc1cc(OCCn2ccnc2)cc(C)c1Cl
26	-3.3	16	3	0	2	-8	5	-0.6	Cc1ccc(C(=O)NN2C(=O)c3ccc(S(=O)(=O)c4ccc(C(=O)O)cc4)cc3C2=O)cc1
5	3.0	-17	2	-13	7	12	29*	-0.6	Cc1nnsc1C(=O)NNc1ccc(C(C)(C)C)cc1
17	0.4	-7	-1	-2	3	38	-9	-2.9	Cc1cc(C)c(C#N)c(SCC(=O)C(C)(C)C)n1
21	2.0	-4	2	-8	2	-6	3	-2.0	Cc1c(C)n(C(=O)CN2CCC(C)CC2)c2ccccc12
nt	-0.8	-18	6	1	-18	nt	2	-3.3	COc1cc(C(=O)Nc2ccc(C(=O)c3cccs3)cc2)cc(OC)c1OC
1	-4.2	-3	1	-7	1	12	9	-3.1	CCCOC(=O)C1[C@H]2C(=O)N(Cc3ccco3)C[C@]23C=C[C@H]1O3 (stereo partly drawn)
6	-0.1	-5	-1	-12	1	20	-2	-2.5	COc1cccc(NC2=CC(=O)CC(C)(C)C2)c1
2	-8.1	-25	-2	3	2	53	12	-1.6	COc1ccccc1/C=C1\SC(=S)N(CCC(=O)NNC(=O)c2ccccc2O)C1=O
13	-2.2	-18	7	6	4	-2	4	-2.6	COCCSc1ccccc1C(=O)N1CCN(c2ccccc2OC)CC1
21	-3.3	14	9	7	-2	13	5	-2.6	COc1cccc(NC(=O)CN2CCC(C)CC2)c1
14	-4.6	4	7	10	-5	-14	3	-0.7	COc1cc(OC)cc(C(=O)Nc2ccc(-c3nc4ccccc4o3)c(O)c2)c1
-5	-1.0	-8	-5	10	4	-10	7	-1.7	CC(C)(C)C(=O)Nc1ccc(-c2cnco2)cc1

Sorted by value in VIM-2 inhibitor (falling): some entries from above
| SMILES | VIM-2 inhibitor |
| --- | --- |
| Cc1nnsc1C(=O)NNc1ccc(C(C)(C)C)cc1 | 3.0 |
| Cc1cc(OCCn2ccnc2)cc(C)c1Cl | -0.3 |
| COc1cc(C(=O)Nc2ccc(C(=O)c3cccs3)cc2)cc(OC)c1OC | -0.8 |
| CC(C)(C)C(=O)Nc1ccc(-c2cnco2)cc1 | -1.0 |
